PAFAH1B2 inh – PAFAH1B2 (human) inhibition; inhibition, % at 3.39 µM; recombinant PAFAH1B2, FP-rhodamine activity probe, fluorescence polarization; 340,000 tested, 1.2% active; P68402;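 active = inhibition above the mean of all tested compounds plus 3 SD, cut at about 24% in these data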;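 note: 0% = enzyme with DMSO and 100% = wells lacking PAFAH1B2; many of its hits are not listed in these tables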
PAFAH2 FP inh – PAFAH2 (human) inhibition; Q99487; recombinant PAFAH2, FP-rhodamine activity probe, fluorescence polarization; inhibition, % at 3.39 µM; 340,000 tested, 0.99% active; AID 492956;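 active = inhibition above the mean over all tested compounds plus 3 SD, cut at about 30% in these data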;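 note: inhibitors block probe labeling of enzyme so polarization drops; 0% = enzyme with DMSO and 100% = wells lacking PAFAH2 protein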
PAFAH1B3 FP inh – PAFAH1B3 (human) inhibition. Q15102. recombinant PAFAH1B3, FP-rhodamine probe, fluorescence polarization. inhibition, % at 3.39 µM. 340,000 tested, 0.28% active. AID 492972;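 active = inhibition above the screen-wide average of all tested compounds plus 3 SD, cut at about 25% in these data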;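 note: 0% = enzyme with DMSO only and 100% = wells lacking PAFAH1B3 protein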
Target sequence (Q15102 whole entry, looked up): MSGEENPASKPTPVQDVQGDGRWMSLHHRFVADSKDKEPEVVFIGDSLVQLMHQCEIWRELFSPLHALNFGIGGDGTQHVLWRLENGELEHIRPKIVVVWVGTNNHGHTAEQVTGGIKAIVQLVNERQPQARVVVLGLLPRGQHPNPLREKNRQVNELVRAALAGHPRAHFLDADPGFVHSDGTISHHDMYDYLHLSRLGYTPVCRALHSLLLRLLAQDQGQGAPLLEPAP
Numbers without * were called inactive. These rows are one share of the data. The share of hits here may be higher or lower than overall.

SMILES	PAFAH1B2 inh	PAFAH2 FP inh	PAFAH1B3 FP inh
COc1ccc(C(=O)CC(=O)c2ccc(C(C)(C)C)cc2)cc1	2	-2	3
CCOc1ccccc1C(N)=O	3	1	6
COC(=O)c1ccc(O)cc1	2	5	-1
CC(=O)c1ccc2c(c1)N(CCCN(C)C)c1ccccc1S2	8	-1	14

Single entries from the results shown:
CC(=O)c1ccc2c(c1)N(CCCN(C)C)c1ccccc1S2 in PAFAH1B3 FP inh has 14
COC(=O)c1ccc(O)cc1 in PAFAH1B3 FP inh has -1

Ordered by length of the SMILES (low to high): some entries from above.
SMILES	PAFAH1B2 inh	PAFAH2 FP inh	PAFAH1B3 FP inh
CCOc1ccccc1C(N)=O	3	1	6
COC(=O)c1ccc(O)cc1	2	5	-1
COc1ccc(C(=O)CC(=O)c2ccc(C(C)(C)C)cc2)cc1	2	-2	3

Bioassay records from PubChem BioAssay.
